TDP2 inh: TDP2 (human) inhibition, absorbance primary screen | O95551 | recombinant TDP2, T5PNP hydrolysis, p-nitrophenol absorbance 415 nm | inhibition, % at 12.8 µM | 370,000 tested, 0.34% active;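 active = inhibition above the mean of all tested compounds plus 3 SD, set per campaign, cut at about 25% in these data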;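 note: 0% = DMSO with enzyme and 100% = buffer with substrate but no TDP2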
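Material: recombinant human TDP2; quantity: TDP2 enzyme at 120 nM final; medium: Tris-HCl pH 7.5 with MgCl2; compound: single concentration, 12.8 µM nominal, with 1% DMSO; incubation: 2 h enzyme incubation at 37 °C; signal: epi absorbance; measure: percent inhibition; benchmarks: high control without enzyme, low control DMSO plus TDP2; repeats: singlicate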
PRMT1 inh: PRMT1 (human) inhibition, primary screen; recombinant PRMT1, activity-based probe fluorescence polarization; 370,000 tested, 1.3% active; inhibition, % at 2.79 µM;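 active = inhibition above about 21% made by adding two undisclosed values, limit read from the data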
Target sequence (Q99873 whole entry, looked up): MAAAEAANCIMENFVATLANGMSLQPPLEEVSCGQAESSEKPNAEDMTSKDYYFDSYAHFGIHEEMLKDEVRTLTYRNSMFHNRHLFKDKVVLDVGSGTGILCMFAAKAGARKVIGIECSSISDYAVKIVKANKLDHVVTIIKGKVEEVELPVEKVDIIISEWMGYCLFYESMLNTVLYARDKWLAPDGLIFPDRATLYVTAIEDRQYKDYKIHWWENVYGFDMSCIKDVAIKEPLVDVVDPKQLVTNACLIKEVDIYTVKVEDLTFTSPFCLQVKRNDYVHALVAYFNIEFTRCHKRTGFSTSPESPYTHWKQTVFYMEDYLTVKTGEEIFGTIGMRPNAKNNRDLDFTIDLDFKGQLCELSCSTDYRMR
rCAG RNA binder: binds r(CAG) RNA repeats | r(CAG) RNA repeat, TO-PRO-1 dye displacement fluorescence | inhibition, % at 3 µM | 370,000 tested, 1.3% active | AID 651821;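 active = inhibition above the plate cutoff, the mean of all test compounds on that plate plus 3 SD, cut at about 35% in these data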;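 note: 0% = DMSO alone and 100% = 100 µM mitoxantrone as full dye displacement; higher means more dye released from RNA so lower well fluorescence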
ABHD4 inh: ABHD4 (mouse) inhibition, primary FP screen. Q8VD66. purified mABHD4, FP-Rh probe fluorescence polarization. inhibition, % at 8.92 µM. 370,000 tested, 0.54% active;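 active = inhibition exceeding the mean over every tested compound plus 3 SD, cut at about 30% in these data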;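 note: 0% = plate median of compound wells and 100% = S159A mutant with DMSO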
Target sequence (Q8VD66 whole entry, looked up): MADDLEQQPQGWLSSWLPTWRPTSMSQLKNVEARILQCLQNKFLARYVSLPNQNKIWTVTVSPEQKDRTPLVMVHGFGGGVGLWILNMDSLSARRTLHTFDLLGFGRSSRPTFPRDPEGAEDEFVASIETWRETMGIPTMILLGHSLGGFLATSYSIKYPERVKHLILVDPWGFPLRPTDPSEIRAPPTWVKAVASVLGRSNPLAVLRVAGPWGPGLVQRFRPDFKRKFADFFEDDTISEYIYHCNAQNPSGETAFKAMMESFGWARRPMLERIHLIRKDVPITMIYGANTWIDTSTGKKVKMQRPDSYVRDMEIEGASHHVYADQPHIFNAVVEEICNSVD
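Material: mouse ABHD4 enzyme, wild type; Benchmarks: S159A mutant high control, sample median low control; Buffer or medium: HEPES pH 7.0, NaCl, Pluronic buffer; Signal: fluorescence polarization; Read-out: percent inhibition of probe binding, normalized to plate controls; Timing: pre-incubation 45 min, probe exposure 60 min, at 25 °C; Dosing: 8.92 µM, single dose.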
LEDGF integ inh: blocks HIV-1 LEDGF/p75-dependent DNA integration; TR-FRET IN-LEDGF/p75 DNA integration, Eu/Cy5; inhibition, % at 3.7 µM; 370,000 tested, 0.64% active; AID 743269;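 active = inhibition above the screen-wide mean plus 3 SD, cut at about 13% in these data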;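 note: signal is the Cy5 over europium emission ratio at 671 and 618 nm; 0% = plate median of compound wells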
SIAE primary: human SIAE inhibition, primary screen; 370,000 tested, 0.69% active; SIAE FP-Rh probe binding, fluorescence polarization; Q9HAT2; inhibition, % at 9.66 µM; AID 1053197;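 active = inhibition above a cutoff: mean of compounds within the control limits plus 3 SD of those, cut at about 17% in these data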;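 note: 0% = plate median of compound wells and 100% = probe without SIAE protein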
PG9 binder: binds the HIV-1 gp120 antibody PG9. TR-FRET gp120-PG9 antibody binding. inhibition, % at 6.7 µM. 360,000 tested, 0.43% active; in the data active = inhibition above about 8.5%
TCR CD3 inh: inhibitors of human TCR-CD3 interaction | inhibition, % at 9.4 µM | 360,000 tested, 0.37% active | TAMRA-labeled TCR probe fluorescence, biochemical; in the data active = inhibition above about 19%;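 note: recombinant mutant TCR 2C K166C tagged with TAMRA read by polarization; 0% = receptor in buffer alone and 100% = receptor with positive control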
HTRA1 inh: HTRA1 (human) protease inhibition | inhibition, % at 5.96 µM | recombinant HTRA1, FP-rhodamine activity-based probe, fluorescence polarization | 340,000 tested, 0.5% active | AID 504803; in the data active = inhibition above about 36%;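 note: 0% = enzyme with DMSO and 100% = wells lacking enzyme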
Rev-erbA mod: modulates human Rev-erb alpha binding to DNA; 370,000 tested, 0.79% active; activity, % at 10 µM; Rev-erbα–FITC-DNA binding, fluorescence polarization, 90 min; P20393;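 active = activity above about 14%, limit read from the data; passing the limit was not always enough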;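 note: 0% = DMSO wells with 35 nM protein and 100% = DMSO wells with 750 nM protein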
Active calls of the source: *. The list is partial; count on the stated rates, not on these rows.

Start of the listing, in advance (10 entries):
| entry | canonical_smiles | LEDGF integ inh | PG9 binder | ABHD4 inh | HTRA1 inh | PRMT1 inh | rCAG RNA binder | Rev-erbA mod | SIAE primary | TDP2 inh | TCR CD3 inh |
| --- | --- | --- | --- | --- | --- | --- | --- | --- | --- | --- | --- |
| 1 | CCOC(=O)c1ccc(NC(=S)N2CCN(C(=O)C3CCCO3)CC2)cc1 (configuration not stated) | 4.8 | -1.5 | -1.8 | -3.1 | -2.7 | -3.5 | -2.4 | -3.3 | 1.0 | 6.7 |
| 2 | COc1cccc2cc(C(C)=O)c(=O)oc12 | 2.6 | -1.6 | 5.8 | -0.2 | 0.7 | 1.9 | 2.0 | -4.8 | -2.5 | 3.5 |
| 3 | Cc1cccc(OCC(=O)Nc2ccc(NC(=O)c3ccco3)cc2)c1 | 4.6 | -2.1 | -3.4 | -4.5 | -4.3 | -6.7 | 6.4 | -0.6 | -7.7 | -0.9 |
| 4 | CCCCCN(C(=O)NC(=O)Nc1nncs1)S(C)(=O)=O | 6.3 | -1.3 | -5.8 | -2.0 | -0.6 | 1.5 | 2.0 | 0.0 | -13.6 | 2.5 |
| 5 | CCNC(=S)NNC(=O)c1cc(-c2cccnc2)nc2ccccc12 | -0.7 | -1.4 | 0.6 | 2.0 | 2.2 | 9.7 | -5.4 | -2.4 | -7.7 | -0.2 |
| 6 | Cc1cc(C)nc(N2CCN(c3ccc(F)cc3)CC2)n1 | -3.1 | -2.5 | 2.2 | -2.0 | 0.0 | -6.0 | 4.6 | -3.2 | -2.4 | -4.5 |
| 7 | Cc1ccc(S(=O)(=O)CCC(=O)c2ccc(O)cc2O)cc1 | 4.6 | 1.9 | -3.7 | 8.0 | 34.7* | 14.3 | -1.5 | -5.2 | -6.3 | -6.7 |
| 8 | Cc1ccc(OCCC(=O)OCC(=O)NC2CCCC2)cc1 | -1.4 | 0.9 | 2.1 | -6.4 | 3.2 | -4.8 | -5.0 | 4.5 | 0.8 | -1.0 |
| 9 | COc1ccccc1NS(=O)(=O)c1ccc(S(=O)(=O)N2CCOCC2)cc1 | -1.4 | -0.8 | -3.6 | 1.1 | 0.6 | -0.8 | 2.9 | 3.0 | 11.7 | -1.7 |
| 10 | Clc1cccc(Nc2ncnc3c2cnn3-c2ccccc2)c1 | 0.1 | -0.5 | -86.0 | -79.9 | -2.3 | 11.6 | 4.0 | -67.0 | -5.1 | 3.0 |

All compounds of this part, repeating the preview:
| entry | canonical_smiles | LEDGF integ inh | PG9 binder | ABHD4 inh | HTRA1 inh | PRMT1 inh | rCAG RNA binder | Rev-erbA mod | SIAE primary | TDP2 inh | TCR CD3 inh |
| --- | --- | --- | --- | --- | --- | --- | --- | --- | --- | --- | --- |
| 1 | CCOC(=O)c1ccc(NC(=S)N2CCN(C(=O)C3CCCO3)CC2)cc1 (configuration not stated) | 4.8 | -1.5 | -1.8 | -3.1 | -2.7 | -3.5 | -2.4 | -3.3 | 1.0 | 6.7 |
| 2 | COc1cccc2cc(C(C)=O)c(=O)oc12 | 2.6 | -1.6 | 5.8 | -0.2 | 0.7 | 1.9 | 2.0 | -4.8 | -2.5 | 3.5 |
| 3 | Cc1cccc(OCC(=O)Nc2ccc(NC(=O)c3ccco3)cc2)c1 | 4.6 | -2.1 | -3.4 | -4.5 | -4.3 | -6.7 | 6.4 | -0.6 | -7.7 | -0.9 |
| 4 | CCCCCN(C(=O)NC(=O)Nc1nncs1)S(C)(=O)=O | 6.3 | -1.3 | -5.8 | -2.0 | -0.6 | 1.5 | 2.0 | 0.0 | -13.6 | 2.5 |
| 5 | CCNC(=S)NNC(=O)c1cc(-c2cccnc2)nc2ccccc12 | -0.7 | -1.4 | 0.6 | 2.0 | 2.2 | 9.7 | -5.4 | -2.4 | -7.7 | -0.2 |
| 6 | Cc1cc(C)nc(N2CCN(c3ccc(F)cc3)CC2)n1 | -3.1 | -2.5 | 2.2 | -2.0 | 0.0 | -6.0 | 4.6 | -3.2 | -2.4 | -4.5 |
| 7 | Cc1ccc(S(=O)(=O)CCC(=O)c2ccc(O)cc2O)cc1 | 4.6 | 1.9 | -3.7 | 8.0 | 34.7* | 14.3 | -1.5 | -5.2 | -6.3 | -6.7 |
| 8 | Cc1ccc(OCCC(=O)OCC(=O)NC2CCCC2)cc1 | -1.4 | 0.9 | 2.1 | -6.4 | 3.2 | -4.8 | -5.0 | 4.5 | 0.8 | -1.0 |
| 9 | COc1ccccc1NS(=O)(=O)c1ccc(S(=O)(=O)N2CCOCC2)cc1 | -1.4 | -0.8 | -3.6 | 1.1 | 0.6 | -0.8 | 2.9 | 3.0 | 11.7 | -1.7 |
| 10 | Clc1cccc(Nc2ncnc3c2cnn3-c2ccccc2)c1 | 0.1 | -0.5 | -86.0 | -79.9 | -2.3 | 11.6 | 4.0 | -67.0 | -5.1 | 3.0 |
| 11 | COc1ccc2[nH]cc(CCn3ccc(=O)c(C)c3C)c2c1 | 0.6 | 0.6 | -2.4 | -0.6 | 5.2 | -0.9 | 1.4 | 3.0 | 1.8 | -1.5 |
| 12 | CCCNC(=O)c1ccc(C)c(NC(=O)C2=C(C)OCCS2)c1 | -3.1 | 1.0 | 4.0 | 8.3 | -1.4 | -2.5 | 2.1 | -0.2 | -3.2 | 5.7 |
| 13 | COC(CNC(=O)c1cccc(-n2c(=S)[nH]c3cc(Cl)ccc3c2=O)c1)OC | -0.7 | -1.6 | -7.8 | -7.3 | 4.8 | 7.1 | -2.8 | -13.0 | -12.7 | -1.2 |
| 14 | O=C(NCCc1ccccc1)c1ccccc1NC(=O)C1CCCO1 (configuration not stated) | -1.4 | -3.2 | -0.7 | -7.9 | 0.3 | -3.8 | -1.7 | 1.0 | 5.3 | -5.7 |
| 15 | CC(C)(C)c1ccc(C(=O)Nc2ccc([N+](=O)[O-])cn2)cc1 | 2.3 | -2.3 | -8.6 | -5.6 | -1.5 | 2.0 | -0.5 | 3.2 | -5.6 | 4.0 |
| 16 | Cc1ncc([N+](=O)[O-])n1CC(=O)Nc1ccc(OC(F)(F)Cl)cc1 | 0.6 | -0.4 | 5.6 | -10.3 | 5.1 | 8.3 | -5.3 | -5.9 | 3.4 | 0.4 |
| 17 | CCCCCC/C=N/Nc1nnc(Cc2ccccc2)c(=O)[nH]1 | 5.0 | -1.4 | -5.7 | 6.3 | 0.1 | 14.1 | 1.4 | -3.7 | -17.0 | -9.5 |
| 18 | CCOc1ccc(NC(=O)CN2C(=O)S/C(=C/c3cccn3C)C2=O)cc1 | 2.3 | -1.2 | -0.3 | 4.7 | -2.7 | 3.3 | 4.8 | -12.9 | -4.8 | 4.7 |
| 19 | CCOC(=O)C1CN(S(=O)(=O)c2ccc(OC)cc2)c2ccccc2O1 (configuration not stated) | 0.2 | -1.5 | -2.3 | -4.3 | 4.5 | 4.3 | 4.0 | -3.4 | -9.4 | -5.9 |
